Assay outcomes from PubChem.
GLP1R inv ag = qHTS of GLP-1 Receptor Inverse Agonists (Inhibition Mode); Glucagon-like peptide 1 receptor (Homo sapiens), P43220; HEK293 GLP-1R CRE-luciferase, luminescence, 24 h; GLP-1R form is constitutively active; Potency, µM (series often up to 38.3 µM), for the others: at the highest dose activity change, negative = inhibition, actives largely listed as inhibitors; actives 1.6% (n = 410,000); AID 624417, 2012; also: potency is read from the fitted curve at half-maximal effect; % is scaled to controls: 0 for no effect and ±100 for the full control effect; nearly all actives have a fitted effect of over 55% in size
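Inverse agonists were sought by their lowering of basal cAMP reporter luciferase output in HEK293 cells stably carrying constitutively active human GLP-1R, after 24 h compound treatment.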
PLK1 PBD inh = qHTS for Inhibitors of PLK1-PDB (polo-like kinase 1 - polo-box domain): Primary Screen. actives 2.8% (n = 360,000). Plk1 PBD binding of FITC phosphopeptide, fluorescence polarization. Serine/threonine-protein kinase PLK1 (Homo sapiens), P53350. AID 720504, 2013. Potency, µM, for the others: max response, negative = inhibition, most hits filed as inhibitors; also: potency is read from the fitted curve at half-maximal effect; series mostly up to about 57 µM; % is scaled to controls: 0 for no effect and ±100 for the full control effect; nearly all actives have a fitted effect of over 65% in size
HEK293 tox = qHTS of GLP-1 Receptor Inverse Agonists: Cytotox Screen. HEK293 cAMP-luciferase reporter cells, luminescence, 24 h. Potency, µM (top dose mostly 38.3 µM), inactives show top-dose activity change, negative = inhibition, hits mostly inhibitors. actives 0.13% (n = 410,000);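 also: loss of luciferase light is scored as toxicity; potency is read from the fitted curve at half-maximal effect; % is scaled to controls: 0 for no effect and ±100 for the full control effect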
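1536-well qHTS counterscreen of the MLSMR; 200 cells/uL, 12 h pre-incubation, 23 nL cpd, 24 h at 37 deg C 5% CO2, luciferase detection reagent, 12 min RT, luminescence. Inhibition = undesired.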
WRN inhibitor = qHTS for Inhibitors of WRN Helicase; Bifunctional 3'-5' exonuclease/ATP-dependent helicase WRN (Homo sapiens), Q14191; WRN helicase unwinding, fluorescent forked duplex, kinetic; Potency, µM (doses to about 114 µM), inactives show at the highest dose activity change, negative = inhibition, usual class: inhibitors; actives 0.46% (n = 360,000); also: potency is read from the fitted curve at half-maximal effect; % is scaled to controls: 0 for no effect and ±100 for the full control effect; nearly all actives have a fitted effect of over 55% in size
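WRN at 20 nM final preincubated with compound 15 min at room temperature; reaction started with 100 nM fluorophore/quencher forked duplex oligonucleotide and 2 mM ATP final. Unwinding followed kinetically by red fluorescence (ex 525, em 598 nm).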
D3 ag = qHTS of D3 Dopamine Receptor Agonist: qHTS. max activation, %. actives 0.58% (n = 410,000). D(3) dopamine receptor (Homo sapiens), P35462. D3R DiscoveRx beta-arrestin cells, luminescence, 90 min. AID 652048, 2013; in the data active = max activation above about 30%; also: 0% is about no effect; mostly tested at two doses, the higher about 12 µM
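Agonist-mode cell screen: cells plated at 1500/well and incubated overnight at 37 °C, then exposed to library compounds for 90 min at 37 °C. Detection reagent was added for 30–60 min at room temperature, and luminescence was read.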
PI5P4Ka inh = qHTS for Inhibitors of phosphatidylinositol 5-phosphate 4-kinase (PI5P4K); PI5P4Kalpha enzyme, ADP-Glo luminescence, 60 min; active compounds read low; actives 1.2% (n = 330,000); max response, %; active = max response of -50% or lower; inconclusive = between -30% and -50%; inactive = -30% or higher; also: value at the top dose of about 77 µM; % is scaled to controls: 0 for no effect and ±100 for the full control effect
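Single end-point luminescence (ADP-Glo) quantified ADP from PI5P4Kalpha turnover; ATP 5 microM final, 1 h at RT, 0.1% CHAPS and 0.28 mM EGTA in HEPES pH 7.4.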
D3 antag = qHTS of D3 Dopamine Receptor Antagonist: qHTS. D(3) dopamine receptor (Homo sapiens), P35462. D3R cells, DiscoveRx beta-arrestin luminescence, antagonist mode; active compounds read low. max response, negative = inhibition, %. actives 2.5% (n = 360,000); in the data active = max response below about -50%; inconclusive = no clear call, values can overlap the other calls; also: % is scaled to controls: 0 for no effect and ±100 for the full control effect; mostly tested at two doses, the higher about 12 µM
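Cells plated overnight at 1500 cells/well, then exposed to library compounds with dopamine controls for 90 minutes at 37 degrees C. DiscoveRx reagent added for 30–60 minutes at room temperature; luminescence read, quantitative HTS format.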
IL-2 act = qHTS of IL-2 Activators; activation, % (series mostly up to about 46 µM); IL-2 activation reporter assay, cell-based qHTS; stimulated with anti-CD3/CD4/CD28 beads; in transgenic mouse T cells; actives 0.065% (n = 360,000); in the data active = activation above about 50%; inconclusive = mostly about 30% to 49%; also: 0% is about no effect
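Unstimulated transgenic mouse T cells; 60-min compound exposure; bead-based TCR/CD4/CD28 stimulation; 18 h culture, 37 degrees C; dual fluorescence (EGFP, DsRed) plate cytometry.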
GLP1R ag = qHTS of GLP-1 Receptor Agonists; Glucagon-like peptide 1 receptor (Homo sapiens), P43220; HEK293 GLP-1R CRE-luciferase, luminescence, 4-6 h; cells express a hypersensitive GLP-1R form; Potency, µM (doses to about 45.6 µM), without a hit: at the top dose activation, actives largely listed as activators; actives 0.007% (n = 380,000); also: potency is read from the fitted curve at half-maximal effect; % of control where 0% means no effect
* hit, by the source's call; ? = inconclusive; · = not tested or not shown; & = joins results of further samples; [ ] = another dose, or the depositor's remark. Unless noted, calls follow the shape of the dose curve; as a rule, active = well fitted curve in the direction sought with a large enough effect; inconclusive = small, poorly fitted or top-dose-only effect, or another doubt; inactive = no such curve, though single readings can be large; an effect the other way counts as inactive or inconclusive.

Order of results: GLP1R inv ag	PLK1 PBD inh	HEK293 tox	WRN inhibitor	D3 ag	PI5P4Ka inh	D3 antag	IL-2 act	GLP1R ag
CSCc1cc(N2CCCC2)nc(-c2ccccc2)n1
→ ?	-3%	-3%	-9%	3	8	2	1.3	14%
O=C(NCC1CCN(C(=O)c2ccc([N+](=O)[O-])cc2)CC1)c1ccc([N+](=O)[O-])cc1
→ 10%	1%	7%	-5%	-5	6	-11	1.2	1%
Cn1nc(C(C)(C)C)c([N+](=O)[O-])c1C(=O)Nc1cccc2ccccc12
→ ?	6%	4%	-1%	-6	-5	-4	-0.6	3%
COc1ccc(CN2C(=O)CCC2(C)c2nc3ccccc3[nH]2)cc1 (stereo not drawn)
→ 7%	-3%	10%	0%	6	5	0	-0.5	-11%
Cc1ccc(NC(=O)c2ccco2)c(NC(=O)c2ccccc2)c1
→ -3%	1%	-2%	1%	5	-2	9	0.2	11%
Cc1cccc(Cn2c(=O)n(-c3ccc(CC(=O)NCc4ccco4)cc3)c(=O)c3sccc32)c1
→ ?	-18%	-28%	-5%	-9	-13	?	-4.7	4%
CCc1ccccc1NC(=O)c1cc(S(=O)(=O)N2CCc3ccccc32)cn1C
→ -20%	-3%	5%	6%	1	-7	-5	-1.7	6%
O=c1nc2ccc(Cl)cn2c2ccc(S(=O)(=O)N3CCCCC3)cc12
→ 5%	?	150%[activator]	-5%	3	-2	13	0.5	9%
COc1ccc(-c2cc(N3C(=O)Nc4ccccc4N3O)n[nH]2)cc1
→ 11%	-5%	1%	1%	11	-1	0	-2.5	?
CCOC(=O)N1CCN(C(=O)/C(=C/c2cccs2)NC(=O)c2cccs2)CC1
→ 15%	?	-6%	-25%	1	-16	7	-0.4	9%
Cc1[nH]c2ccccc2c1C(=O)COC(=O)C1CC(=O)N(Cc2ccccc2)C1 (stereo not drawn)
→ -14%	-2%	-15%	7%	1	-9	0	-0.1	2%
CCCOc1ccc(C2NC(=O)NC2=O)cc1 (stereo not drawn)
→ 12%	3%	-9%	3%	11	-3	?	-0.5	-17%
CCc1ccc(N(CC(=O)NC2CCCC2)C(=O)CCC(=O)Nc2cc(C)on2)cc1
→ 9%	-4%	-2%	2%	4	6	6	-1.7	15%
COc1ccc(-c2nn(-c3ccccc3)cc2/C=C/C(=O)N2CCOCC2)cc1OC
→ 17%	2%	-17%	-2%	19	2	17	-4.0	-1%
O=S(=O)(Nc1cccnc1)c1cccs1
→ -2%	-4%	1%	-2%	-1	-2	?	-2.1	-1%
COc1cccc(/C=C/C(=O)NCc2ccc(S(N)(=O)=O)cc2)c1
→ 44%[activator]	-6%	2%	-8%	-8	-8	2	-2.0	0%
COc1ccc(N2COC3c4cccc5cccc(c45)C32)cc1 (stereo not drawn)
→ 0%	-3%	1%	-8%	0	-2	-14	-2.9	3%
O=C(COC(=O)/C=C/c1ccc(S(=O)(=O)N2CCOCC2)cc1)Nc1ccc(F)c(F)c1F
→ 7%	-3%	-2%	-14%	-1	1	20	0.0	-2%
O=C(CSc1nnc(-c2cccnc2)o1)Nc1ccc(F)cc1
→ 9%	?	7%	1%	0	0	4	-0.4	2%
O=C1c2ccccc2C(Nc2cccc(C(F)(F)F)c2)N1Cc1ccco1 (stereo not drawn)
→ ?	-20%	-5%	-10%	2	0	74	-0.8	1%
O=C(Nc1nnc(-c2ccc3c(c2)CCCC3)o1)c1ccccc1Cl
→ ?	-26%	?	-24%	-13	?	3	-0.1	-5%
Cc1cc(-c2nn3c(-c4ccccc4)nnc3s2)c2ccccc2n1
→ 0%	12µM*	7%	-11%[57.1 µM]	0	·	10	-1.6	2%
CCOC(=O)c1sc2nc(SCC(=O)NCc3ccco3)n(Cc3ccccc3)c(=O)c2c1C
→ 18%	0%	2%	-17%	-5	-5	-16	0.6	-1%
CCCSc1ccc(-c2nn(-c3ccccc3)cc2/C=C(/C#N)C(=O)N2CCOCC2)cc1
→ ?	-5%	5%	7%	-1	17	14	1.5	4%
O=C(O)C1CCCN1C(=O)c1cccs1 (stereo not drawn)
→ 13%	-16%	-8%	-2%	2	4	7	-0.2	-12%
O=C(c1ccc2c(=O)n(Cc3ccccc3)c(=S)[nH]c2c1)N1CCCC1
→ -31%	-2%	-2%	0%	5	?	11	1.0	1%
Cc1ccc(NC(=O)CCC(=O)N/N=C/c2ccc(O)cc2O)cc1
→ ?	-4%	-19%	-13%	-6	0	5	-2.1	1%
CC1CCc2c(C(=O)OCC(=O)Nc3cccc(S(=O)(=O)N4CCCCCC4)c3)csc2C1 (stereo not drawn)
→ 2.5µM*	5%	-2%	-2%	2	-4	6	-3.7	-3%
Cc1cc(NC(=O)CSc2nnc(-c3ccc4c(c3)OCCO4)o2)no1
→ ?	-3%	-32%	-12%	10	2	52	-0.1	-4%
Cc1nc(NC(C)(C)CO)c([N+](=O)[O-])cc1[N+](=O)[O-]
→ -12%	-2%	-22%	-3%	23	5	-16	-0.9	7%
O=[N+]([O-])c1ccccc1S(=O)(=O)Nc1ccc(-c2ccc(N3CCCC3)nn2)cc1
→ -17%	-17%	-18%	-2%[11.6 µM]	2	-25	38	0.0	-1%
CCOc1ccc(Br)cc1S(=O)(=O)Nc1ccc(C(=O)Nc2ccc(C)cc2)cc1
→ ?	-3%	-17%	4%	0	4	24	2.6	-3%
COC(=O)NC1CSCC1OC(=O)c1ccc(Br)cc1 (stereo not drawn)
→ -22%	0%	0%	-2%	2	-3	8	0.1	-1%
O=C1CSC(=S)N1Cc1cccnc1
→ 2.8µM*	?	?	-9%[57.1 µM]	-5	-18	0	-0.5	-25%
CC1(c2ccccc2)NC(=O)N(CCN2C(=O)c3ccccc3C2=O)C1=O (stereo not drawn)
→ 13%	2%	-7%	4%	0	-2	-4	-0.2	-5%
Cc1cc(NC(=O)Cn2ccsc2=N)c([N+](=O)[O-])cc1C
→ 12%	-21%	-4%	-6%	-26	3	0	-3.1	1%
Cc1ccc(C(=O)CSc2n[nH]c(C)n2)cc1
→ 7%	30µM*	-4%	4%	1	·	13	-0.9	0%
Cc1cc(C)[n+](Cc2ccccc2)cc1C(N)=O
→ -7%	8%	-6%	-2%	-1	-3	5	-0.6	3%
N#Cc1nc(Cc2ccccc2)oc1N1CCCC1
→ 6%	0%	-1%	1%	15	7	15	-1.2	37%
C[C@H](CO)N1C[C@H](C)[C@@H](CN(C)S(C)(=O)=O)Oc2ccc(N(C)C)cc2C1=O
→ 4%	-6%	-6%	-2%	8	-1	6	0.4	-4%
Cc1cc(C)c2c(N)c(C(=O)NN3CC(=O)N(c4ccccc4)CC3=O)sc2n1
→ 12%	-13%	37%[activator]	-8%	3	5	97	1.8	-2%
CC1CCN(CCn2c(=S)[nH]c3ccccc3c2=O)CC1
→ 0%	-11%	-19%	13%	-22	-1	?	0.8	-1%
Cc1noc(C)c1COc1ccc(C(=O)N2CCN(S(=O)(=O)c3cccc(F)c3)CC2)cc1
→ -26%	3%	-5%	3%	19	2	28	-0.1	4%
COc1cccc(-c2ccc3c(c2)O[C@@H](CN(C)C(=O)C2CCOCC2)[C@H](C)CN([C@H](C)CO)S3(=O)=O)c1
→ 7%	5%	4%	11%	4	-3	6	-1.0	0%
O=C(Nc1cccnc1)c1cc(F)c(F)cc1Cl
→ -3%	9%	-11%	0%[57.1 µM]	-14	-11	-7	-1.4	0%
Cc1cc(Cl)c(S(=O)(=O)N2CCN(c3ccccn3)CC2)cc1OCC(=O)NC1CCCCC1
→ ?	-4%	-22%	-4%	1	0	25	-0.4	0%
CN1CCCN(C(=O)CC(c2ccccc2)c2ccccc2)CC1
→ ?	-2%	-16%	-1%	-6	1	-11	0.1	1%
O=C(Cn1cc(C(=O)C(F)(F)F)c2ccccc21)N1CCOCC1
→ -16%	-9%	14%	8%	0	1	-8	0.0	1%
O=C(NCc1cccs1)c1cc(S(=O)(=O)N2CCCCC2)ccc1Cl
→ -20%	-8%	9%	-6%[57.1 µM]	-10	·	-13	-2.4	3%
COc1cc(C(=O)NCC(c2cccnc2)N2CCN(c3ccc(F)cc3)CC2)cc(OC)c1OC (stereo not drawn)
→ -5%&3%	-5%	-2%&2%	-27%[57.1 µM]	-14&-2	7	-3	-5.3	6%

Just GLP1R ag, PLK1 PBD inh and WRN inhibitor, for 2 of the compounds above:
| SMILES | GLP1R ag | PLK1 PBD inh | WRN inhibitor |
| --- | --- | --- | --- |
| N#Cc1nc(Cc2ccccc2)oc1N1CCCC1 | 37% | 0% | 1% |
| C[C@H](CO)N1C[C@H](C)[C@@H](CN(C)S(C)(=O)=O)Oc2ccc(N(C)C)cc2C1=O | -4% | -6% | -2% |

Outcome played no part in choosing rows. Share with any hit: about 7.8%.
